dFosB act: mouse delta FosB homodimer activation | P13346 | purified delta FosB, TAMRA-CDK5 oligo fluorescence polarization; percent of positive-control signal above neutral wells | activation, % at 25 µM | 340,000 tested, 0.99% active;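 active = mean activation above about 17%, with every replicate also reaching it, limit read from the data, passing the limit was not always enough; inconclusive = only one of the two conditions met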;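 note: fluorescence polarization rise as delta FosB binds a TAMRA Cdk5 AP-1 oligo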
Target sequence (P13346 whole entry, looked up): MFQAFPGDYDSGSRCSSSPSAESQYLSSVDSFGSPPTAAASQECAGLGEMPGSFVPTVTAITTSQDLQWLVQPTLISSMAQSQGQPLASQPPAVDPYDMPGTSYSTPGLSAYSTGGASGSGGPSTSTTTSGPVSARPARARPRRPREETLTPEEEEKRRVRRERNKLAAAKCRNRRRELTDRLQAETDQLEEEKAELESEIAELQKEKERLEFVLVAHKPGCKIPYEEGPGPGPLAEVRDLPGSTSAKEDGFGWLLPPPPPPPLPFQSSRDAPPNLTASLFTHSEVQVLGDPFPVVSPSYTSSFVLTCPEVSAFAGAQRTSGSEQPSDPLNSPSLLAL
SR-BI HDL uptake: mouse SR-BI HDL lipid transfer inhibition | ldlA[mSR-BI] CHO cells, DiI-HDL uptake fluorescence, 3 h | 320,000 tested, 0.96% active | Q61009 | inhibition, % at 12.5 µM;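 active = mean replicate inhibition of at least 70% and a set share of replicates each scoring 70 or more; inconclusive = meets just one of the two criteria; inactive = fails both criteria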;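 note: 0% = median of neutral control wells and 100% = median of positive control wells; values of inactives mirror those of a sister screen read the other way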
Target sequence (Q61009 whole entry, looked up): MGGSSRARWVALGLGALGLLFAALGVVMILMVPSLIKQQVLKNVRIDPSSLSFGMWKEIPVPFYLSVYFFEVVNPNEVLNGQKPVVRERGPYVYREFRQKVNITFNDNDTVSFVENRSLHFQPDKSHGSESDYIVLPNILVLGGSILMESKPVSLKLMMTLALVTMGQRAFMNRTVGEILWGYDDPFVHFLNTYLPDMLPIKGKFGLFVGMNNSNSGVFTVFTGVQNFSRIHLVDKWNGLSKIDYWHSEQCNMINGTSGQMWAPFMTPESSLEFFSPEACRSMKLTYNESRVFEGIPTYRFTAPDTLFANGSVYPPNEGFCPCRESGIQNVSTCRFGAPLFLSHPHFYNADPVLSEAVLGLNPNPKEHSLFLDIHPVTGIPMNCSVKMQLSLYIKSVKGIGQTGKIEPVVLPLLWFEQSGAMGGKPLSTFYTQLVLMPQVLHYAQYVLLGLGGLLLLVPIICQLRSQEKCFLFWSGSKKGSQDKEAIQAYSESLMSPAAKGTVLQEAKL
HTR5A ag ctr: activates human HTR5A in OPRM1-OPRD1 agonist counter-screen. P47898. HTR5A agonist assay, luminescence, cell-based. activation, % at 9.3 µM. 340,000 tested, 0.61% active. AID 504692; in the data active = activation mostly above about 9.5%, no sharp cut-off; inactive = mostly below about 7.6%;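 note: 0% = cells with vehicle only and 100% = reference agonist; strong numbers were not always called active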
Rtt109 HAT inh: C. albicans Rtt109 histone acetyltransferase inhibition. purified Rtt109/Vps75, ThioGlo CoA-SH fluorescence, 4 h. inhibition, % at 34.9 µM. 330,000 tested, 0.16% active;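 active = inhibition of at least 50% in every replicate; inconclusive = best replicate reaches 50% inhibition but some replicates fall short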
SR-BI uptake up: SR-BI HDL lipid transfer activation. 320,000 tested, 0.096% active. CHO ldlA[mSR-BI] cells, DiI-HDL uptake fluorescence, 3 h; 100 = double the neutral-control signal. activation, % at 12.5 µM;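 active = mean replicate activation of at least 60% and every replicate at or above 60%; inconclusive = mean or all-replicate condition met, but not both; inactive = mean below 60% and not all replicates reaching 60%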;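 note: 0% = median plate neutral-control signal and 100% = twice that signal; values of inactives mirror those of a sister screen read the other way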
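System: LDL receptor-deficient CHO ldlA cells overexpressing murine SR-BI | Timing: 3 h uptake period with compound, 37 °C | Medium: HEPES-buffered (25 mM, pH 7.4) F12 plus 0.5% BSA | Dosing: Single-point compound dose | Signal: Bottom-read fluorescence, 550/595 nm | Read-out: Retained DiI signal reflecting DiI-HDL uptake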
CDK5 p35 inh: CDK5/p35 (human) kinase inhibition. Q00535+Q15078. Recombinant CDK5/p35, ADP-Glo luminescence, 60 min. inhibition, % at 10 µM. 330,000 tested, 0.01% active;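 active = highest replicate inhibition of at least 50% and at least 75% of replicates reaching 50%; inconclusive = only one of the two criteria met; inactive = both criteria failed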;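 note: plate controls were DMSO neutral control for no effect and GW8510 at 10 µM for full effect; many of its hits are not listed in these tables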
Wnt act: activates Wnt/beta-catenin signaling in a reporter cell assay. activator, plate reader. activation, % at 9.35 µM. 300,000 tested, 1.2% active. AID 743398; in the data active = activation above about 30%, passing the limit was not always enough; inconclusive = no clear call, values can overlap the other calls;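 note: 0% = neutral control wells and 100% = positive control wells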
RTF Ca sens act: increases calcium sensitivity of human cardiac regulated thin filaments; P19429+P45379; activation, % at 7.2 µM; IANBD-labeled TnC RTF fluorescence at EC20 calcium; 0% EC20 calcium, 100% full calcium; AID 493008; 340,000 tested, 0.24% active;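 active = activation above the mean over all tested compounds plus 3 SD, cut at about 30% in these data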;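 note: rise in fluorescence read as greater calcium sensitivity of cardiac thin filaments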
MITF TRPM1 HTS: increases MITF-driven TRPM1 promoter luciferase signal; SK-MEL-5 TRPM1-promoter luciferase, 24 h; % of positive control, neutral wells = 0; activation, % at 12.5 µM; 300,000 tested, 0.75% active; AID 588334;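 active = mean activation of at least 80% with every replicate also reaching 80%; inconclusive = mean reaches 80% but some replicate falls short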;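 note: 0% = neutral control wells and 100% = parthenolide positive control wells; values of inactives mirror those of a sister screen read the other way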
PvdQ acylase: P. aeruginosa PvdQ acylase inhibition. purified PvdQ acylase, fluorescence plate reader. inhibition, % at 10 µM. 340,000 tested, 0.063% active. AID 488965; in the data active = inhibition above about 30%, passing the limit was not always enough; inconclusive = no clear call, values can overlap the other calls;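 note: 0% = vehicle neutral wells and 100% = reference inhibitor wells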
* hit, by the source's call; ? = inconclusive; · = not tested or not shown.

1	Cc1ccc(Sc2ccc(S(=O)(=O)Nc3ccc(CC(=O)O)cc3)cc2)cc1C
2	COc1ccc(NC(=O)CCc2nnc3ccc(N4CCC5(CC4)OCCO5)nn23)cc1
3	Cc1cc(SCC(=O)Nc2cccc(S(=O)(=O)NC3=NCCCCC3)c2)c(C)cc1Br
4	O=C(CCN1C(=O)c2ccccc2C1=O)Oc1ccc2ccccc2c1
5	COCCn1c(SCC(=O)c2ccccc2)nc2ccccc2c1=O
6	N#Cc1ccc(-n2nnc3ccccc3c2=O)c([N+](=O)[O-])c1

Screen / compound no.	1	2	3	4	5	6
dFosB act	-12	0	-4	8	-9	2
SR-BI HDL uptake	-32	6	38	-18	-12	-13
HTR5A ag ctr	-2	-3	8	2	·	3
Rtt109 HAT inh	12	-3	9	-2	19	0
SR-BI uptake up	32	-6	-38	18	12	13
CDK5 p35 inh	-2.0	0.6	-1.2	-1.5	2.6	-5.7
Wnt act	-2	-2	-1	0	1	-2
RTF Ca sens act	-4	-4	-7	-3	·	6
MITF TRPM1 HTS	1	3	-4	7	11	·
PvdQ acylase	-5	-4	-5	1	13	-2

7	COc1ccc(C(=O)COC(=O)c2cc([N+](=O)[O-])ccc2N2CCOCC2)c(OC)c1
8	O=C(O)C1CCCCC1C(=O)Nc1ccc(S(=O)(=O)N2CCCC2)cc1 (stereo unspecified)
9	O=C(COC(=O)/C=C/c1cccc(Br)c1)NCCc1ccccc1
10	O=C1c2ccccc2[C@@H]2C[C@H]3O[C@H]3CCN12
11	Cc1ccccc1OCC(=O)NCCC(=O)O
12	O=C(NCC1CCCO1)c1ccc(Cn2c(=S)[nH]c3ccccc3c2=O)cc1 (stereo unspecified)

Screen / compound no.	7	8	9	10	11	12
dFosB act	-1	-1	-1	-3	-3	-8
SR-BI HDL uptake	?	-18	5	-2	-25	19
HTR5A ag ctr	-4	0	-7	-1	-5	2
Rtt109 HAT inh	-3	4	6	5	-5	17
SR-BI uptake up	-70	18	-5	2	25	-19
CDK5 p35 inh	-3.1	-1.5	0.0	2.1	-2.7	0.4
Wnt act	2	0	-2	-3	·	0
RTF Ca sens act	6	-5	-5	-4	5	4
MITF TRPM1 HTS	8	2	-4	7	1	-7
PvdQ acylase	5	-4	-6	0	-10	11

13	CCOc1ncccc1C(=O)Nc1ccc(S(=O)(=O)Nc2nc(C)cc(C)n2)cc1
14	CCc1cc(OCCOCCN(C)C)ccc1Cl
15	O=C(N/N=C/c1cccc2ccccc12)C(=O)N1CCCC1
16	COc1ccc(CCNS(=O)(=O)c2c(C)[nH]c(C)c2C(=O)N2CCCCC2)cc1OC
17	c1ccc(C2=Nc3c(ccc4ccccc34)C(c3ccncc3)=NN2)cc1
18	CCc1ccc(C(=O)NNc2ccc(Cl)cc2)cc1

Screen / compound no.	13	14	15	16	17	18
dFosB act	-14	-12	-8	0	-1	-1
SR-BI HDL uptake	-3	8	·	-8	-2	-2
HTR5A ag ctr	-4	0	1	-5	-3	-7
Rtt109 HAT inh	0	-17	-1	-11	2	2
SR-BI uptake up	3	-8	·	8	2	2
CDK5 p35 inh	0.1	-1.5	-4.4	0.4	0.7	0.2
Wnt act	-4	·	0	2	1	-1
RTF Ca sens act	3	6	3	-1	-3	-1
MITF TRPM1 HTS	-4	-8	-7	2	-31	·
PvdQ acylase	-10	-8	-12	-13	-14	-12

19	c1cc2c3c(cccc3c1)NC1(CCCCC1)N2
20	CC(=O)NC(NC(=S)Nc1cccc(Br)c1)C(Cl)(Cl)Cl (stereo unspecified)
21	CC(C)OC(=O)CSc1nnc(-c2ccccn2)n1C
22	OCC[C@H]1C[C@@H](O)[C@H](O)[C@@]2(Cc3ccccc3CCO2)O1
23	O=C(Nc1cccc(C(F)(F)F)c1)NC1CCCCC1
24	CC(C)(C)N=C1NN=C(c2cc3ccccc3o2)CS1

Screen / compound no.	19	20	21	22	23	24
dFosB act	40*	-11	3	5	-9	-4
SR-BI HDL uptake	8	17	-5	-25	6	3
HTR5A ag ctr	-3	4	-1	8	5	-1
Rtt109 HAT inh	6	2	10	-7	13	-1
SR-BI uptake up	-8	-17	5	25	-6	-3
CDK5 p35 inh	2.0	0.5	0.4	-0.7	1.5	-0.3
Wnt act	-1	3	-7	0	·	-4
RTF Ca sens act	-9	5	-4	5	2	10
MITF TRPM1 HTS	-18	-7	8	2	18	23
PvdQ acylase	-4	-10	0	-21	-13	-18

25	c1ccc(Cc2nc3ccccc3[nH]2)cc1
26	CCCCCC(=O)Nc1cc(S(=O)(=O)N2CCOCC2)ccc1N1CCCC1
27	COc1ccc(NC(=O)C(C)N2C(=O)C3CC=C(Cl)CC3C2=O)cc1 (stereo unspecified)
28	CCOc1ccc(N(CC(=O)NC2CCCCC2)C(=O)CCCC(=O)Nc2ccccn2)cc1
29	CC1(C)CC(=O)C2=C(C1)Nc1cc(C(=O)c3ccccc3)ccc1NC2c1ccccn1 (stereo unspecified)
30	COc1ccc(Nc2cc(=O)n(C3CCCCC3)c(=O)[nH]2)c(OC)c1

Screen / compound no.	25	26	27	28	29	30
dFosB act	3	-7	-4	-10	-6	-18
SR-BI HDL uptake	2	-37	15	·	-3	3
HTR5A ag ctr	1	0	-1	-1	-1	-1
Rtt109 HAT inh	10	-1	-6	2	15	5
SR-BI uptake up	-2	37	-15	·	3	·
CDK5 p35 inh	0.9	-0.6	-1.1	-0.7	2.2	-1.0
Wnt act	2	1	-1	-8	·	·
RTF Ca sens act	9	-1	-1	0	-2	10
MITF TRPM1 HTS	3	1	5	-8	-10	-16
PvdQ acylase	8	-11	-6	7	-2	-7

Structural class: the entries above with a COOH group.
1	Cc1ccc(Sc2ccc(S(=O)(=O)Nc3ccc(CC(=O)O)cc3)cc2)cc1C
8	O=C(O)C1CCCCC1C(=O)Nc1ccc(S(=O)(=O)N2CCCC2)cc1 (stereo unspecified)
11	Cc1ccccc1OCC(=O)NCCC(=O)O

Screen / compound no.	1	8	11
dFosB act	-12	-1	-3
SR-BI HDL uptake	-32	-18	-25
HTR5A ag ctr	-2	0	-5
Rtt109 HAT inh	12	4	-5
SR-BI uptake up	32	18	25
CDK5 p35 inh	-2.0	-1.5	-2.7
Wnt act	-2	0	·
RTF Ca sens act	-4	-5	5
MITF TRPM1 HTS	1	2	1
PvdQ acylase	-5	-4	-10

New compounds follow:
31	O=S(=O)(Nc1ccc2ccccc2c1)c1ccccc1
32	Nc1nnnn1/N=C/c1cccc(OCc2ccccc2Cl)c1
33	O=C(NN1C(=O)NC2(CCCCC2)C1=O)c1cc2ccccc2o1
34	Cc1cccc(Nc2nnc(SC3CCOC3=O)s2)c1C (stereo unspecified)
35	COc1ccc(CCCc2n[nH]c(=S)o2)c(C)c1
36	O=c1c2ccccc2nc2ccc(NCc3cccs3)nn12

Screen / compound no.	31	32	33	34	35	36
dFosB act	-2	7	-3	-3	6	-12
SR-BI HDL uptake	-14	29	-22	-8	-12	-4
HTR5A ag ctr	3	1	-2	-1	-3	4
Rtt109 HAT inh	-5	·	-5	-3	2	-3
SR-BI uptake up	14	-29	22	8	12	4
CDK5 p35 inh	0.6	0.2	-3.9	-6.0	0.5	-1.9
Wnt act	·	9	-2	0	3	10
RTF Ca sens act	-7	3	-5	0	-5	-1
MITF TRPM1 HTS	11	·	2	6	-13	63
PvdQ acylase	5	-13	-11	-16	-10	-10

37	Cc1ccc(-c2nc(CS(=O)(=O)CC(=O)N3CC(C)CC(C)C3)c(C)o2)cc1 (stereo unspecified)
38	CCSc1ccccc1C(=O)NCc1ccc2c(c1)OCO2
39	N#CCO/N=C(\c1ccccc1)c1ccncc1
40	Nc1ccc2ncccc2c1N
41	O=C(c1ccccc1)C(CCc1ccccn1)CCc1ccccn1
42	CCOc1ccccc1CNC(=O)c1ccc(NC(=O)C2=CSCCO2)cc1

Screen / compound no.	37	38	39	40	41	42
dFosB act	-2	-9	2	-5	-3	-3
SR-BI HDL uptake	8	-3	-39	-15	-28	42
HTR5A ag ctr	7	-1	-1	4	5	2
Rtt109 HAT inh	-1	-6	7	-3	-1	17
SR-BI uptake up	-8	3	39	15	28	-42
CDK5 p35 inh	0.4	3.0	-0.9	0.0	-0.5	-0.5
Wnt act	-2	0	5	·	3	5
RTF Ca sens act	2	1	-2	4	-2	0
MITF TRPM1 HTS	·	-1	-11	13	34	25
PvdQ acylase	-12	2	14	-11	-4	10

43	CCOC(=O)N1CCC(NC(=O)c2ccc3c(Cl)c4c(nc3c2)CCCC4)CC1
44	COC(=O)C(Cc1cccc(C)n1)(c1ccccc1)c1ccccc1
45	NC(=S)NN=C1c2cc(S(=O)(=O)N3CCOCC3)ccc2-c2ccc(S(=O)(=O)N3CCOCC3)cc21
46	COC(=O)c1ccc(C2=NOC(C)(c3nnc(-c4cccc(Cl)c4)o3)C2)cc1 (stereo unspecified)
47	CNc1nc(-c2ccc(OC)cc2)c(-c2ccc(OC)cc2)s1
48	CC(C)OCCCn1c(=N)c(C(N)=S)cc2c(=O)n3ccccc3nc21
49	Cc1ccc(/C=C/C(=O)N2CCN(S(=O)(=O)c3cccs3)CC2)o1
50	Cc1ccc(-c2c(C(=O)N/N=C/c3sccc3C)nnn2-c2nonc2N)cc1
51	COc1ccc(OC)c(S(=O)(=O)NCCC(C)C)c1

Screen / compound no.	43	44	45	46	47	48	49	50	51
dFosB act	-6	2	-4	-14	-1	-12	-11	-4	0
SR-BI HDL uptake	?	-8	24	-22	5	-10	7	85*	-2
HTR5A ag ctr	1	0	-2	-5	2	5	-1	0	1
Rtt109 HAT inh	-7	2	-2	-1	1	-36	-5	-1	-11
SR-BI uptake up	-81	8	-24	22	-5	10	-7	-85	2
CDK5 p35 inh	0.4	-0.9	0.4	3.4	-0.4	2.9	0.5	0.7	-0.3
Wnt act	-4	-1	-2	-2	5	·	0	2	0
RTF Ca sens act	-2	-1	-4	8	1	0	-1	-1	-3
MITF TRPM1 HTS	·	0	16	9	-5	-6	-14	3	-7
PvdQ acylase	-5	-10	-2	-2	7	-20	-4	8	-8
